aSyn yeast inh: qHTS of alpha-syn Inhibitors; Yeast expressing alpha-synuclein, growth rescue, BacTiter-Glo, 24 h; Potency, µM (doses to about 46.1 µM), inactives show at the highest dose growth rescue (activation), most hits filed as activators; 370,000 tested, 0.14% active; AID 652106, 2013; note: potency is the fitted concentration of half-maximal effect; % of control where 0% means no effect; nearly all actives have a fitted effect of over 65% in size
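Rescue of yeast growth: cells expressing toxic alpha-synuclein, induced in galactose at OD600 0.02, incubated with compound 24 h at 30 C. ATP luminescence quantified growth; inhibitors of toxicity appear as activators.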
PTHR1 ag: qHTS for PTHR1 Agonists: Primary Screen | Parathyroid hormone/parathyroid hormone-related peptide receptor (Homo sapiens), Q03431 | HEK293 GP2 PTHR1 cells, GloSensor cAMP luminescence, 1 h | Potency, µM (titrated, usually from 115 µM), without a hit: at the top dose activation, most hits filed as activators | 410,000 tested, 0.075% active | AID 743266, 2014; note: potency is the fitted concentration of half-maximal effect; nearly all actives have a fitted effect of over 55% in size; some results filed as inactive show a strong effect at the top dose; inactives centre near -15; many of its hits are not listed in these tables
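HEK-293-derived GP2 cells expressing PTHR1 and a GloSensor cAMP reporter, 3,000/well, plated overnight, given luciferin plus IBMX (each 0.5 mM as added) for 1 h at 37 °C, then compound for 1 h at 37 °C. Luminescence was read after 15 min at room temperature.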
TDP-43 yeast inh: qHTS of TDP-43 Inhibitors | TDP-43 expressing yeast growth rescue, BacTiter-Glo, 24 h | Potency, µM (doses to about 46.1 µM), for the others: at the highest dose growth rescue (activation), actives largely listed as activators | 410,000 tested, 1.8% active; note: potency is the fitted concentration of half-maximal effect; % of control where 0% means no effect; nearly all actives have a fitted effect of over 50% in size
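Readout is BacTiter-Glo luminescence of cell growth, so inhibitors register as activators. TDP-43-expressing yeast at OD600=0.02 in galactose medium, after raffinose pregrowth to mid-log, were incubated with compound for 24 hr at 30 deg C.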
D3 antag: qHTS of D3 Dopamine Receptor Antagonist: qHTS; 360,000 tested, 2.5% active; D(3) dopamine receptor (Homo sapiens), P35462; D3R cells, DiscoveRx beta-arrestin luminescence, antagonist mode; stronger effect = lower value; max response, negative = inhibition, %; in the data active = max response below about -50%; inconclusive = no clear call, values can overlap the other calls; note: % is set by controls: 0 for no effect and ±100 for the full control effect; mostly tested at two doses, the higher about 12 µM
Target sequence (P35462 whole entry, looked up): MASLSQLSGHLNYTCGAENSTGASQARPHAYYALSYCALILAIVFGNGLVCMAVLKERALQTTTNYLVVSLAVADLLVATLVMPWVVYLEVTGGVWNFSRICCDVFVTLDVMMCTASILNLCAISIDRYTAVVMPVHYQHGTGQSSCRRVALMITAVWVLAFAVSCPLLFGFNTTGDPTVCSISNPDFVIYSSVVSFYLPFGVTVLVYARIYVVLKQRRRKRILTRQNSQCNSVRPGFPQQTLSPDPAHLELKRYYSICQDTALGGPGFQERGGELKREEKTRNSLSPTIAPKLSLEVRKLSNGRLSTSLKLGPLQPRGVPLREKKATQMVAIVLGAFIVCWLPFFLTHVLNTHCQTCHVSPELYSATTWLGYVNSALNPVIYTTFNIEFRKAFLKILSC
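Cells expressing the human receptor were seeded at 1500 cells/well, incubated overnight at 37 degrees C in 5% CO2, then exposed to library compounds with dopamine controls for 90 minutes at 37 degrees C before luminescent detection.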
GLP-1R agonist: qHTS of GLP-1 Receptor Agonists | HEK293 GLP-1R CRE-luciferase, luminescence, 4-6 h; cells express a hypersensitive GLP-1R form | Potency, µM (highest dose often 45.6 µM), for inactives: at the top dose activation, actives largely listed as activators | 380,000 tested, 0.007% active; note: potency is the fitted concentration of half-maximal effect; % of control where 0% means no effect
Target sequence (P43220 whole entry, looked up): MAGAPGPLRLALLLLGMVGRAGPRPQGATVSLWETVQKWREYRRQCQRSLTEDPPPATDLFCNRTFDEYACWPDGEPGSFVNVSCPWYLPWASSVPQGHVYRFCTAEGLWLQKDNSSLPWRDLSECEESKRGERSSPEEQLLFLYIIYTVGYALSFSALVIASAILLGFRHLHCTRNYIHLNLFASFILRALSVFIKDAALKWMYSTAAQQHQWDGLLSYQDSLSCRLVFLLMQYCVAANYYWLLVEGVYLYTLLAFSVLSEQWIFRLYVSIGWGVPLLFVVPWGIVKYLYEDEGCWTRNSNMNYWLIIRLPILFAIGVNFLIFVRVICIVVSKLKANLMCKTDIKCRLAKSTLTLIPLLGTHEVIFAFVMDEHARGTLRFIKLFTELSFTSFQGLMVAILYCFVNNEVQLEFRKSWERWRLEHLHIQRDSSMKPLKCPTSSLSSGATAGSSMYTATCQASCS
DRD3 agonist: qHTS of D3 Dopamine Receptor Agonist: qHTS. 410,000 tested, 0.58% active. max activation, %. D3R DiscoveRx beta-arrestin cells, luminescence, 90 min; in the data active = max activation above about 30%; note: 0% is about no effect; mostly tested at two doses, the higher about 12 µM
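Agonist-mode cell screen: cells plated at 1500/well and incubated overnight at 37 °C, then exposed to library compounds for 90 min at 37 °C. Detection reagent was added for 30–60 min at room temperature, and luminescence was read.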
HEK293 tox: qHTS of GLP-1 Receptor Inverse Agonists: Cytotox Screen; HEK293 cAMP-luciferase reporter cells, luminescence, 24 h; Potency, µM (series often up to 38.3 µM), for inactives: top-dose activity change, negative = inhibition, most hits filed as inhibitors; 410,000 tested, 0.13% active; AID 624418, 2012;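 note: loss of luciferase light is scored as toxicity; potency is the fitted concentration of half-maximal effect; % is set by controls: 0 for no effect and ±100 for the full control effect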
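MLSMR compounds, 24 hr on cells at 37 deg C/5% CO2; luminescence after luciferase reagent (12 min RT). Inhibition counted as the undesired cytotoxic outcome.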
GLP-1R inv ag: qHTS of GLP-1 Receptor Inverse Agonists (Inhibition Mode). Glucagon-like peptide 1 receptor (Homo sapiens), P43220. HEK293 GLP-1R CRE-luciferase, luminescence, 24 h; GLP-1R form is constitutively active. Potency, µM (titrated, usually from 38.3 µM), inactives show top-dose activity change, negative = inhibition, actives largely listed as inhibitors. 410,000 tested, 1.6% active. AID 624417, 2012; note: potency is the fitted concentration of half-maximal effect; % is set by controls: 0 for no effect and ±100 for the full control effect; nearly all actives have a fitted effect of over 55% in size
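Using stably transfected HEK293 (constitutively active GLP-1R, cAMP-luciferase reporter), compounds were incubated 24 hr and luciferase measured by luminescence.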
KB-V1 MDR tox: qHTS assay for MDR1-selective chemotherapeutics: Primary screen using the drug-selected MDR subline cells KB-V1; Potency, µM (titrated, usually from 46.1 µM), for the others: at the highest dose activity change, negative = cytotoxicity, hits mostly cytotoxic; 400,000 tested, 3.4% active; KB-V1 MDR cells viability, CellTiter-Glo, 72 h; note: potency is the fitted concentration of half-maximal effect; % is set by controls: 0 for no effect and ±100 for the full control effect; nearly all actives have a fitted effect of over 60% in size
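KB-V1 cells (P-gp-expressing MDR subline of KB-3-1) in phenol-red-free DMEM with 10% FBS were exposed to library compounds over a concentration series for 72 h at 37 degrees C. Viability read by CellTiter-Glo luminescence; concentration-effect curves fitted after normalization.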
An asterisk follows results filed as active; i = inactive; u = inconclusive; x = no result given; [ ] = another dose, or the depositor's remark. Unless noted, calls come from the whole dose curve; as a rule, active = well fitted curve in the direction sought with a large enough effect; inconclusive = small, poorly fitted or top-dose-only effect, or another doubt; inactive = no such curve, though single readings can be large; an effect the other way counts as inactive or inconclusive.

cpd	smiles	aSyn yeast inh	PTHR1 ag	TDP-43 yeast inh	D3 antag	GLP-1R agonist	DRD3 agonist	HEK293 tox	GLP-1R inv ag	KB-V1 MDR tox
1	O=C(NCc1ccccc1F)C1CCC(=O)N(Cc2ccc(Cl)cc2)C1 (stereo unspecified)	2%	-5%	-12%	-13	7%	-2	-19%	u	28%
2	CCOC(=O)c1c(NC(C)=O)c2c3c(sc2n1Cc1nc(-c2cccc(Cl)c2)oc1C)CCCC3	x	i	0%	x	x	0	1%	-1%	x
3	O=C1NC2(CCCCC2)OC12CCCCC2	1%	i	27%	10	2%	1	-4%	-16%	2%
4	CCOc1cc2c(cc1OCC)C(c1ccccc1)N(c1ccc(C(=O)O)cc1)C(=O)C2 (stereo unspecified)	12%	i	-22%	2	9%	4	u	23%	-6%
5	CCCC(=O)NC(=S)Nc1ccccc1C(F)(F)F	0%	-9%	u	-8	3%	-4	-2%	0%	11%
6	Cc1ccc(-n2nc3c(c2NC(=O)c2cc4ccccc4o2)CS(=O)(=O)C3)cc1	2%	-39%	19%	0	0%	-5	-5%	-8%	x
7	COc1ccc(CNC(=S)N2CCN(Cc3ccccc3)CC2)cc1	-2%	-1%	-2%	-25	-5%	-5	-10%	-40%	16µM*
8	CCOc1ccc(NS(=O)(=O)N(C)C)cc1	3%	-19%	8%	1	-1%	0	-8%	0%	u
9	COc1ccc(S(=O)(=O)N(C)C)cc1NC(=O)[C@H](Cc1ccccc1)N1C(=O)c2ccccc2C1=O	4%	i	-14%	13	8%	-8	12%	19%	u
10	CC(C)(C)NC(=O)NC(=O)COC(=O)c1nc(-c2ccccc2)n(-c2cccc(C(F)(F)F)c2)n1	16%	-11%	u	2	-2%	1	2%	16%	u
11	CC(=O)N1CCSc2ccc(S(=O)(=O)NCCc3ccc(C)cc3)cc21	8%	-40%[inhibitor]	15%	8	5%	-8	-3%	-21%	-12%
12	Cc1nn(-c2ccccc2)c2c1C(c1ccco1)C(C#N)=C(N)O2 (stereo unspecified)	0%	-24%	0%	2	1%	3	-13%	0%	-10%
13	CCOC(=O)[C@]12CCC=C1N(Cc1cccc3ccccc13)C(=O)[C@H](CC(=O)N1CCN(C(=O)c3ccco3)CC1)C2	u	-12%	u	-22	-1%	-2	0%	u	-13%
14	CC(=O)Nc1ccccc1C(=O)C(=O)Nc1ccc(C(=O)N2CCOCC2)cc1	-7%	15%	-14%	-10	4%	5	38%[activator]	10%	-6%
15	C=CCn1c(SCC(=O)c2ccccc2)nnc1-c1cc2ccccc2o1	1%	-37%[inhibitor][57.5 µM]	-6%	56	4%	-4	39%	-17%	u
16	O=C(c1nc2ccccn2c1CN1CCCC(c2nc3ccccc3o2)C1)N1CCCC1 (stereo unspecified)	-1%	i	1%	15	24%	3	-6%	18%	u
17	Cc1ccnc(NCc2c(O)ccc3ccccc23)c1	6%	-35%[inhibitor]	-13%	0	-3%	-5	18%	-25%	14%
18	CCC(=O)N1CCc2cc(Br)cc(S(=O)(=O)N(C)c3ccc(OC)cc3OC)c21	-2%	-21%	-22%	8	14%	-13	-7%	-28%	-80%
19	Cc1ncc(/C=C2\C(=O)Nc3ccccc32)[nH]1	-4%	i	-14%	-7	7%	-5	-9%	6%	10%
20	C=CCN(c1ccc(F)cc1)S(=O)(=O)c1cc(C(=O)OCC(=O)N(C)C2CCS(=O)(=O)C2)ccc1Cl (stereo unspecified)	-4%	i	-6%	-11	-9%	-7	-2%	6%	6%

From compound 12 as far as 20, as listed above:
cpd	smiles	aSyn yeast inh	PTHR1 ag	TDP-43 yeast inh	D3 antag	GLP-1R agonist	DRD3 agonist	HEK293 tox	GLP-1R inv ag	KB-V1 MDR tox
12	Cc1nn(-c2ccccc2)c2c1C(c1ccco1)C(C#N)=C(N)O2 (stereo unspecified)	0%	-24%	0%	2	1%	3	-13%	0%	-10%
13	CCOC(=O)[C@]12CCC=C1N(Cc1cccc3ccccc13)C(=O)[C@H](CC(=O)N1CCN(C(=O)c3ccco3)CC1)C2	u	-12%	u	-22	-1%	-2	0%	u	-13%
14	CC(=O)Nc1ccccc1C(=O)C(=O)Nc1ccc(C(=O)N2CCOCC2)cc1	-7%	15%	-14%	-10	4%	5	38%[activator]	10%	-6%
15	C=CCn1c(SCC(=O)c2ccccc2)nnc1-c1cc2ccccc2o1	1%	-37%[inhibitor][57.5 µM]	-6%	56	4%	-4	39%	-17%	u
16	O=C(c1nc2ccccn2c1CN1CCCC(c2nc3ccccc3o2)C1)N1CCCC1 (stereo unspecified)	-1%	i	1%	15	24%	3	-6%	18%	u
17	Cc1ccnc(NCc2c(O)ccc3ccccc23)c1	6%	-35%[inhibitor]	-13%	0	-3%	-5	18%	-25%	14%
18	CCC(=O)N1CCc2cc(Br)cc(S(=O)(=O)N(C)c3ccc(OC)cc3OC)c21	-2%	-21%	-22%	8	14%	-13	-7%	-28%	-80%
19	Cc1ncc(/C=C2\C(=O)Nc3ccccc32)[nH]1	-4%	i	-14%	-7	7%	-5	-9%	6%	10%
20	C=CCN(c1ccc(F)cc1)S(=O)(=O)c1cc(C(=O)OCC(=O)N(C)C2CCS(=O)(=O)C2)ccc1Cl (stereo unspecified)	-4%	i	-6%	-11	-9%	-7	-2%	6%	6%

Carrying on:
cpd	smiles	aSyn yeast inh	PTHR1 ag	TDP-43 yeast inh	D3 antag	GLP-1R agonist	DRD3 agonist	HEK293 tox	GLP-1R inv ag	KB-V1 MDR tox
21	C=CS(=O)(=O)N(Cc1ccccc1Br)[C@H](CO)CC(C)C	0%	-10%	21%	-81*	0%	0	-10%	u	u
22	Cc1nn(C)c2c1c(C(F)(F)F)cc(=O)n2CC(=O)N1CCC(C)CC1	x	-12%	0%	x	x	8	-11%	13%	-5%
23	Cc1ccc(OCC(=O)Nc2ccc3c(c2)nc(CCNC(=O)c2ccco2)n3C)cc1	x	i	4%	x	x	-16	-3%	6%	0%
24	COc1ccc(OC)c(/C=C/C(=O)Nc2ccc(OC)nc2)c1	5%	u	27%	-22	-1%	-2	7%	0%	-14%
25	COc1cc(/C=N\NC(=O)c2ccc(Cl)cc2)ccc1Oc1ccc([N+](=O)[O-])cn1	-13%	-22%	-21%	6	0%	2	-8%	u	4%
26	COc1cccc2c(=O)cc(C)n(CC(=O)Nc3cccc(C)c3)c12	6%	-43%[inhibitor]	6%	15	-5%	4	-15%	u	-11%
27	Cc1ccc(-n2c(C)nc3c(cnn3-c3ccc(F)cc3)c2=O)cc1	1%	-20%	9%	1	-3%	8	-5%	-18%	-11%
28	O=C(O)C1C2CCC(O2)C1C(=O)Nc1cnn(Cc2ccccc2)c1 (stereo unspecified)	0%	-6%[57.5 µM]	-13%	-8	-13%	10	-6%	0%	6%
29	COCCNC(=O)C1CCCN(C(=O)c2ccc(F)c(C)c2)CC1 (stereo unspecified)	-6%	i	-8%	-18	0%	-21	6%	7%	u
30	O=C1OC(Cc2ccccn2)C(=O)C1=C1SCCS1 (stereo unspecified)	-1%	i	16%	2	-9%	2	5%	16%	-1%
31	CCOC(=O)CNC(=S)N1CCn2c(nc3ccccc32)C1	6%	i	1%	14	-2%	2	u	15%	-3%
32	C=Cc1ccc(Cn2ccn(-c3ccc(F)c(F)c3)c(=O)c2=O)cc1	x	-2%	3%	x	x	-19	0%	11%	x
33	COC1CCN(C(=O)c2ccc(OC3CCN(Cc4ccccn4)CC3)cc2)CC1	-9%	i	14%[9.22 µM]	3	3%	5	-3%	12%	u
34	Cc1cccn2c(/C=N/OCc3ccc(F)cc3)c(-c3ccc(Cl)cc3)nc12	-1%	14%[57.5 µM]	15%	1	-9%	-1	-6%	1%	-18%
35	COc1ccc(C(=O)NCCc2nc3ccccc3[nH]2)cc1	x	12%	-13%	x	x	-8	16%	13%	x
36	CCCCC1S/C(=N/N=C/c2ccco2)NC1=O (stereo unspecified)	-9%	i	-7%	16	6%	3	-28%	-25%	-1%
37	Cc1ccc(S(=O)(=O)N2[C@@H](c3ccccc3F)C(C(=O)O)=CC[C@H]2c2ccc(C(C)C)cc2)cc1	3%	i	4%	-17	2%	0	-38%	u	43%
38	O=C(Nc1c(Cl)cc(Cl)cc1C(=O)NCCN1CCOCC1)c1cccc([N+](=O)[O-])c1	0%	i	-6%	9	6%	-4	4%	3%	-15%
39	CCOC(=O)c1cnc2ccc(C)cc2c1OCc1cc(F)cc(F)c1	7%	i	4%	7	1%	4	-3%	0%	1%
40	N#Cc1ccccc1OCC(=O)Nc1ccccc1C(=O)NC1CC1	-4%	-9%	-20%	7	8%	-8	-4%	26%	0%
41	O=S(=O)(c1cccc2nsnc12)N1CCN(C/C=C\c2ccccc2)CC1	16%	i	-3%	-30	4%	-14	0%	6%	-20%
42	CC(C)(C)c1cc(C(=O)N/N=C/c2ccc(F)cc2)n(-c2ccccc2)n1	4%	-3%[57.5 µM]	-4%	-28	-3%	-18	-30%	-18%	7%
43	O=C(O)c1ccc(S(=O)(=O)c2ccc3c(c2)C(=O)N(c2ccc(Br)cc2)C3=O)cc1	-2%	-52%	21%	-21	-3%	-9	-5%	3%	1%
44	CCOc1ccc(NC(=O)CN2CCN(c3ccccc3C)CC2)cc1S(=O)(=O)N1CCCC1	-2%	-11%	5%	-62*	11%	-24	-23%	u	4.1µM*

These rows are one share of the data (hit frequency here may not be typical).
